# Compound activity as filed in PubChem.
# PvdQ acylase – P. aeruginosa PvdQ acylase inhibitors, primary screen, biochemical, fluorescence, plate reader and imaging, single point | PvdQ acylase [Pseudomonas aeruginosa LESB58] | purified PvdQ acylase | inhibition, % at 10 µM | 340,000 tested, 0.063% active | AID 488965, 2010; in the data active = inhibition above about 30%, passing the limit was not always enough;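 note: 0% = vehicle neutral wells and 100% = reference inhibitor wells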
# Cardiac RTF inh – cardiac RTF calcium sensitivity inhibitors, primary screen, biochemical, IANBD-TnC fluorescence, EC70 calcium; Troponin I, cardiac muscle (Homo sapiens) + Troponin T, cardiac muscle (Homo sapiens) + …; IANBD-labeled cardiac RTF, Ca2+ fluorescence; inhibition, % at 7.15 µM; 340,000 tested, 0.12% active; AID 493244, 2011;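 active = inhibition above the mean inhibition of all tested compounds plus 3 SD, cut at about 17% in these data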;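 note: assay run at fixed EC70 calcium of 1.6 mM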
# SR-BI DiI-HDL act – activators of SR-BI mediated DiI-HDL uptake, primary screen, ldlA[mSR-BI] CHO cells, DiI fluorescence. 3 h; 100 = double the neutral-control signal. activation, % at 12.5 µM. 320,000 tested, 0.096% active. AID 504775, 2011;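 active = mean replicate activation of at least 60% and every replicate at or above 60%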;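 note: 0% = median plate neutral-control signal and 100% = twice that signal; values of inactives mirror those of a sister screen read the other way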
#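 Test system: SR-BI-overexpressing, LDLR-lacking CHO cells. Measured by: DiI fluorescence, bottom read. Medium: Ham's F12 with 0.5% BSA, HEPES 25 mM, pH 7.4. Timing: 3 h uptake period with compound, 37 °C.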
# Keap1-Nrf2 PPI – Keap1-Nrf2 protein-protein interaction inhibitors, primary screen, biochemical, fluorescence polarization, single point. Kelch-like ECH-associated protein 1 (Homo sapiens), Q14145. Keap1 Kelch-Nrf2 peptide fluorescence polarization, 1536-well. inhibition, % at 9.4 µM. 340,000 tested, 0.15% active. AID 504523, 2011; in the data active = inhibition above about 12%;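 note: human Keap1 Kelch domain with fluorescein labeled Nrf2 9mer peptide probe; 0% = neutral control wells and 100% = peptide positive control; higher means more block of Keap1 binding to Nrf2 peptide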
# SR-BI DiI inh – inhibitors of SR-BI mediated HDL lipid uptake, primary screen, ldlA[mSR-BI] cells, fluorescence, single point; AID 488896, 2010; Scavenger receptor class B member 1 (Mus musculus), Q61009; inhibition, % at 12.5 µM; 320,000 tested, 0.96% active; ldlA[mSR-BI] CHO cells, DiI-HDL uptake fluorescence, 3 h;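 active = mean replicate inhibition of at least 70% and a set share of replicates each scoring 70 or more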;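 note: 0% = median of neutral control wells and 100% = median of positive control wells; values of inactives mirror those of a sister screen read the other way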
# Target sequence (Q61009 whole entry, looked up): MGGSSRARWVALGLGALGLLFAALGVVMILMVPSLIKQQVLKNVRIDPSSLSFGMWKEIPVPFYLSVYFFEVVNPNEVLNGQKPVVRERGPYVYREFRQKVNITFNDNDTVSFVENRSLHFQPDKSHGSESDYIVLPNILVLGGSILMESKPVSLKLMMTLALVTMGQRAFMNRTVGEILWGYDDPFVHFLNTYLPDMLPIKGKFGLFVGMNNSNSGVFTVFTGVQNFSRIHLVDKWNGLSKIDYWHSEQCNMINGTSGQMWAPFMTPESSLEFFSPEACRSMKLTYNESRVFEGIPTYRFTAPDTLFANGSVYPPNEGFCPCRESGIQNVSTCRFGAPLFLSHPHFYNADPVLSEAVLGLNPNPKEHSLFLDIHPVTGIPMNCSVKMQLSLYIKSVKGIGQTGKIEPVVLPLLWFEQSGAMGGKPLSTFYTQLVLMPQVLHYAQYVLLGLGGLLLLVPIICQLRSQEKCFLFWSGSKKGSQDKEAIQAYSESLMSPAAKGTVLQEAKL
# Arrestin-AP2 inh – inhibitors of beta-arrestin/AP2 binding, primary screen, biochemical, GPCR trafficking, flow cytometry; beta-arrestin 1 C-terminal peptide binding to AP2 beta2-adaptin appendage (human); inhibition, % at 10 µM; 340,000 tested, 0.31% active; FITC-arrestin peptide / GST-AP2 beads; AP2 beta2 appendage carries R879A mutation;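 active = inhibition above a set limit, near 3 SD of compounds lacking own fluorescence, cut at about 54% in these data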;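 note: plate controls were DMSO wells for no effect and 5 µM unlabelled arrestin peptide for full effect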
#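 Assay system: GST-AP2 R879A bound to glutathione beads, E. coli-expressed; Medium: PBS with 0.05% Tween 20 and 0.1% BSA; Also added: fluorescein-tagged arrestin peptide at 50 nM final; Timing: 12 min plus 1 h, RT; Measured by: flow cytometry, FL1 (488/535 nm); Evaluation: percent drop in bead-associated FITC signal.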
# LANA DNA inh – inhibitors of KSHV C-LANA binding to DNA, primary screen, biochemical, fluorescence polarization, FAM-LBS DNA, MBP-C-LANA, single point; Kaposi's sarcoma herpesvirus LANA C-terminal domain (residues 932-1162) DNA binding; inhibition, % at 9 µM; 340,000 tested, 0.078% active; AID 504423, 2011;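 active = highest replicate inhibition at or above 60% at 9 µM, even if other replicates fall short; inactive = all replicates below 60% inhibition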;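 note: 0% = neutral control wells and 100% = 4 µM acridine orange control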
# PKA-R2B act – activators of PKA-R2B holoenzyme, primary screen, biochemical, fluorescence polarization, Cy5-IP20, human; cAMP-dependent protein kinase catalytic subunit beta (Homo sapiens) + cAMP-dependent …; PKA-R2B holoenzyme dissociation; R2B truncated from residue 108, S112A mutant; 0% DMSO only, 100% 113 µM cGMP; activation, % at 11.4 µM; 340,000 tested, 0.079% active;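 active = activation above a cutoff set at the mean over all compounds plus 3 SD, cut at about 18% in these data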;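 note: higher means more holoenzyme dissociation and a rise in polarization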
# Target sequence (P31323 whole entry, looked up, other chains not shown, the tested form may be a part): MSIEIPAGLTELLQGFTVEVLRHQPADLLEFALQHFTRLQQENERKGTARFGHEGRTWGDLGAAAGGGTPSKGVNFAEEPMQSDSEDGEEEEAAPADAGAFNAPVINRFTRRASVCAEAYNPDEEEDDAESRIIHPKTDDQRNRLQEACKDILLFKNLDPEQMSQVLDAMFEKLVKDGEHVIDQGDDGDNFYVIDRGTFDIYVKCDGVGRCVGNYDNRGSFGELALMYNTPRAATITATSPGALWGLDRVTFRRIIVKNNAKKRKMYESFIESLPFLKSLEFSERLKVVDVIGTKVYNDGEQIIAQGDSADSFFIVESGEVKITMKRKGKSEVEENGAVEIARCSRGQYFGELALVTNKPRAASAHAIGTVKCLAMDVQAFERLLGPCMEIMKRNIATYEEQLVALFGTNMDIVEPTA
# NSD2 inh – NSD2 histone methyltransferase inhibitors, primary screen, biochemical, AlphaScreen, single concentration, set 2. 310,000 tested, 0.54% active. inhibition, % at 12.5 µM. NSD2 peptide methylation, 120 min; in the data active = inhibition above about 50%
# DAGLB inhibitor – DAGLB lipase inhibitors, primary screen, biochemical, fluorescence, HTS; Diacylglycerol lipase-beta (Homo sapiens), Q8NCG7; inhibition, % at 5.17 µM; 340,000 tested, 0.059% active; HEK293T DAGLB membrane lysate, EnzChek fluorogenic substrate; AID 504411, 2011; in the data active = inhibition above about 34%;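 note: 0% = enzyme with vehicle and 100% = wells lacking enzyme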
# An asterisk follows results filed as active; · = not tested or not shown.
item	Compound	PvdQ acylase	Cardiac RTF inh	SR-BI DiI-HDL act	Keap1-Nrf2 PPI	SR-BI DiI inh	Arrestin-AP2 inh	LANA DNA inh	PKA-R2B act	NSD2 inh	DAGLB inhibitor
1	O=C(Nc1ccc(NC(=O)c2cc3ccccc3o2)cc1)c1ccc2c(c1)OCCO2	-2	-5	-73	1	73*	37	1.5	4	-7	1
2	O=C(/C=C/c1cccs1)N1CCC2(CC1)Oc1ccc(Cl)cc1C(=O)C21CC(c2ccccc2)=NO1 (configuration not stated)	-12	-4	-21	-3	21	9	-0.4	2	·	-2
3	Cc1nnsc1C(=O)Nc1ccccc1	-6	-13	8	-3	-8	22	-1.1	1	-3	2
4	COc1ccc(CNCC(O)COc2ccc(C(C)(C)c3ccccc3)cc2)cc1 (configuration not stated)	3	-4	-16	1	16	30	-2.2	1	4	-12
5	COc1ccc(/C=N/Nc2nonc2N)c(OC)c1	-6	-8	-29	-2	29	6	1.3	1	-2	-1
6	CC1=CC(C)C2(COC(=O)Nc3ccccc3)COC(C)C1C2C (configuration not stated)	-1	-3	-34	-4	34	8	-0.4	-7	4	-6
7	NCCc1nnc(SCC(=O)c2ccc(Cl)cc2)o1	-10	-4	13	-3	-13	9	18	8	-5	-1
8	O=C(COC(=O)c1ccco1)Nc1ccc2c(c1)OCO2	-6	-7	0	0	0	7	0.9	-18	2	0
9	CC12CCC(=O)N1C(C(=O)OCC(=O)Nc1cc(S(=O)(=O)N3CCCCC3)ccc1Cl)CS2 (configuration not stated)	-11	-12	-6	2	6	-2	-0.6	-2	0	-1
10	Cn1c2ccc(F)cc2c2nnc(SCCN3CCOCC3)nc21	-14	2	12	-8	-12	-3	2.0	7	1	1
11	O=C(O)c1ccccc1NS(=O)(=O)c1cccc2nsnc12	-2	-7	5	2	-5	12	-1.1	-9	3	-1
12	Cc1cccc(N2C(=O)CSC2c2cccnc2)c1 (configuration not stated)	2	-9	14	0	-14	39	0.3	-2	1	-3
13	COCCn1nnnc1C(c1ccccn1)N1CCN(c2cc(C)ccc2C)CC1 (configuration not stated)	-10	-14	10	-4	-10	-3	0.4	-7	2	1
14	CCOc1ccc(NC(=O)C2CC(C)=C(C)CC2C(=O)O)cc1 (configuration not stated)	17	5	2	-2	-2	15	-1.3	-1	-1	0
15	Cc1occc1C(=O)NNC(=O)C(c1ccccc1)c1ccccc1	-9	-8	4	-1	-4	5	1.0	-10	-1	-1
16	O=C(c1ccc(NS(=O)(=O)/C=C/c2ccccc2)cc1)N1CCCCC1	-4	-11	4	3	-4	7	0.8	5	0	4
17	C/C(=N\Nc1ccc([N+](=O)[O-])cc1)c1cccc(N)c1	-4	1	3	-2	-3	-11	1.8	2	0	15
18	O=C(Nc1ccccc1)ON=C1c2ccccc2-c2ccccc21	-9	-1	-7	-4	7	-10	-0.6	1	·	-3
19	COc1ccc(-n2c(-c3ccc(Cl)cc3)c[n+]3c2CCCCC3)cc1	-6	2	-24	1	24	24	-5.1	10	-2	0
20	O=C(CCc1c[nH]c2ccccc12)Nc1ccc(S(=O)(=O)Nc2ncccn2)cc1	-13	-4	-6	-1	6	-12	0.5	-4	·	2
21	NS(=O)(=O)c1ccc(NC(=O)C2Cc3ccccc3C(=O)O2)cc1 (configuration not stated)	7	-3	4	-4	-4	21	-0.9	-6	-3	-1
22	Nc1ccc(S(=O)(=O)NCC2CCCCO2)cc1 (configuration not stated)	-1	-6	9	-3	-9	38	-0.8	0	-8	-2
23	CC1CCN(CC(=O)Nc2cccc([N+](=O)[O-])c2)CC1	-6	0	2	-3	-2	3	-0.9	-1	9	1
24	COc1ccc(CCC(=O)NNC(=O)c2ccc(OC)cc2)cc1	-10	-3	8	4	-8	-9	1.5	-9	-1	1
25	Cc1[nH]c2ccccc2c1/C=C(\C#N)C(=O)NC1CC1	7	3	-1	0	1	7	0.5	6	2	1
26	COC(=O)c1cc(C)sc1NC(=O)C1CC(=O)NN1Cc1ccccc1 (configuration not stated)	-3	-12	-26	-2	26	1	0.0	-1	4	4
27	Cc1cc(C)nc(SCC(=O)N2CCc3ccccc32)n1	-16	-4	-5	-7	5	2	0.2	-2	-3	0
28	OCCN(CCO)Cc1ccc(Br)cc1	12	0	53	-2	-53	-4	0.6	-9	3	1
29	Cn1c(CN2CCOCC2)nnc1SCC(=O)Nc1nccs1	-8	-1	14	0	-14	8	0.0	2	13	-1
30	Cc1ccc(/C=C2/C(=O)N(c3ccccc3)C(=S)N2C)o1	-5	-2	4	-3	-4	9	-2.3	-3	0	-5
31	Cc1c(C(Nc2ccccn2)c2ccccc2)c(=O)n(-c2ccccc2)n1C (configuration not stated)	3	-13	15	-6	-15	25	-0.6	2	-6	-3
32	Cc1nc2sc(C(c3cccc(F)c3)N3CCOCC3)c(O)n2n1 (configuration not stated)	2	-9	3	-4	-3	10	0.1	4	1	2
33	CC1(c2ccccc2Cl)NC(=O)N(CC(=O)NC(=O)NCc2ccco2)C1=O (configuration not stated)	-8	-8	23	-2	-23	-3	0.4	-11	-1	0
34	CCOC(=O)c1c(N/C=C(\C#N)c2nc(-c3ccc(OC(C)=O)cc3)cs2)sc2c1CCC2	11	-2	0	1	0	14	-0.4	0	-2	0
35	CCN(CC)CCCNC(=S)Nc1ccc(Br)cc1	-16	-4	30	1	-30	10	-0.3	-2	29	1
36	O=C(NC1CC1)C1=C[C@H](c2ccccc2)C[C@H](OCc2ccc(CO)cc2)O1	-14	-2	6	5	-6	-9	-0.4	-7	·	2
37	CC1CCC2(CC1)NC(=O)N(CC(=O)Nc1ccc3c(c1)OCCO3)C2=O (configuration not stated)	-22	-10	9	-4	-9	-9	-0.6	-4	-1	0
38	Cc1cccc(NS(=O)(=O)c2ccc(C)c(C(=O)NCC(c3ccccc3)N(C)C)c2)c1 (configuration not stated)	-15	-19	18	46*	-18	-10	·	-7	-1	-1
39	C#CCOCCOCCOCCNc1nc(N2CCN(C(=O)Cn3cc(CCCN=C(N)N)nn3)CC2)nc(N2CCN(C(=O)[C@H](CCCCN)n3cc(CC(C)O)nn3)CC2)n1 (some centres not stated)	-15	-3	-9	-3	9	0	0.4	-7	·	-1
40	COc1ccc(C(=O)Nc2cc3c4c(c2)C(C)C(=O)N4CCC3)cc1 (configuration not stated)	-7	-10	-37	-6	37	0	-1.1	4	4	0
41	CC[C@]12c3[nH]c4ccc(Cl)cc4c3CCN1C(=O)[C@@H](CC(=O)NCCc1ccccn1)C[C@@H]2C(=O)N1CCN(C(=O)C2CC2)CC1	5	-5	8	-8	-8	2	-2.6	5	·	1
42	FC(F)(F)c1cnc2c(-c3ccc(Cl)cc3Cl)noc2c1	-2	3	-9	-2	9	26	0.7	-5	-8	-8
43	COc1ccc(OC)c(-c2nc(CN3CCN(C(=O)c4ccco4)CC3)c(C)o2)c1	-5	-6	·	-2	17	-9	0.7	-14	15	4
44	COc1cccc(CNC(=O)CCS(=O)(=O)c2cccc3nsnc23)c1	-13	4	14	-5	-14	0	-0.8	-2	-2	2
45	C/C(=N/NC(=O)c1ccco1)c1cccc(NC(=O)c2ccc(C)s2)c1	-10	1	-33	-1	33	2	0.2	3	-2	-3
46	O=c1[nH]c2ccccc2n2c(-c3ccccc3)nnc12	-16	-5	13	-3	-13	55*	1.8	-10	·	2
47	CCN(CC)c1ccc(NC(=O)c2cccc(C)c2)cc1S(=O)(=O)Nc1ccccc1OC	1	1	-44	3	44	38	1.1	-1	0	-8
48	COc1cc(C2NC(=S)NC(c3ccccc3)=C2C(C)=O)cc(Cl)c1OCC(=O)O (configuration not stated)	-2	-9	18	4	-18	0	-0.5	-4	1	1
49	Cc1cc(S(=O)(=O)N2CCCOC2CNC(=O)C(=O)NCCc2ccco2)ccc1F (configuration not stated)	-13	2	14	3	-14	-1	1.3	5	12	2
50	Cc1sc2ncn(C(C)C(=O)OC3CCCCC3)c(=O)c2c1C (configuration not stated)	-11	-2	27	-3	-27	5	0.6	0	11	-5
51	CCN(CC)S(=O)(=O)c1ccc(N2CCCC2)c(NC(=O)Cc2c(F)cccc2Cl)c1	15	-6	-14	1	14	29	-0.7	-3	-2	-2
52	COc1cc(NC(=O)c2cccs2)c(C(=O)OCC(=O)c2cc(C)n(-c3ccccc3)c2C)cc1OC	-2	-2	6	-1	-6	-5	-0.4	7	2	0
53	Cc1ccc2nc(N3CCN(S(=O)(=O)c4ccc(C)c(Cl)c4)CC3)c(C#N)cc2c1	-7	-7	10	-1	-10	12	0.2	-3	-2	-5
54	Nn1c(SCC(=O)NCCC2=CCCCC2)nnc1-c1cccnc1	-6	-9	16	-6	-16	-5	0.9	0	0	1
55	CCCN(CCC(=O)Nc1ccccc1F)CC1CC1	-6	-4	1	-3	-1	4	-1.3	3	1	-1
56	Cc1cc(C(=O)CS(=O)(=O)c2ccccc2)cc(C)c1O	-1	0	11	0	-11	6	0.7	9	-4	-1

# Structures from the list above that contain a cyano group:
item	Compound	PvdQ acylase	Cardiac RTF inh	SR-BI DiI-HDL act	Keap1-Nrf2 PPI	SR-BI DiI inh	Arrestin-AP2 inh	LANA DNA inh	PKA-R2B act	NSD2 inh	DAGLB inhibitor
25	Cc1[nH]c2ccccc2c1/C=C(\C#N)C(=O)NC1CC1	7	3	-1	0	1	7	0.5	6	2	1
34	CCOC(=O)c1c(N/C=C(\C#N)c2nc(-c3ccc(OC(C)=O)cc3)cs2)sc2c1CCC2	11	-2	0	1	0	14	-0.4	0	-2	0
53	Cc1ccc2nc(N3CCN(S(=O)(=O)c4ccc(C)c(Cl)c4)CC3)c(C#N)cc2c1	-7	-7	10	-1	-10	12	0.2	-3	-2	-5

# Individual results from the list.
# In DAGLB inhibitor, entry 54 shows 1
# In Keap1-Nrf2 PPI, entry 52 shows -1
# In Keap1-Nrf2 PPI, entry 51 shows 1
